N370S GC mod: inhibits or activates N370S mutant glucocerebrosidase | N370S GC spleen homogenate, 4MU-glucoside fluorescence | Potency, µM (titrated, usually from 59.4 µM), without a hit: at the top dose activity change, negative = inhibition, actives largely listed as inhibitors | 330,000 tested, 0.092% active | AID 2101;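 note: 0% = full enzyme activity and -100% = no enzyme basal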
KAT2A inh: inhibitors of human GCN5L2 histone acetyltransferase; Q92830; 390,000 tested, 0.21% active; Potency, µM (titrated, usually from 58.9 µM), for inactives: at the highest dose activity change, negative = inhibition, hits mostly inhibitors; GCN5L2 HAT assay, ThioGlo1 CoA-SH fluorescence
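Enzyme at 20nM final was mixed with library compounds for 15 min at room temperature. Peptide H3(1-25) at 75uM, acetyl-CoA at 70uM and ThioGlo1 at 50uM were then added. Plates were read immediately and after 20 min (Ex340nm/Em540nm).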
FEN1 inh: human FEN1 inhibition; 390,000 tested, 0.35% active; Recombinant FEN1 flap cleavage, fluorescence, 15 min; Potency, µM (titrated, usually from 114 µM), without a hit: at the highest dose activity change, negative = inhibition, hits mostly inhibitors; P39748; AID 588795; note: nearly all actives have a fitted effect of over 65% in size
Target sequence (P39748 whole entry, looked up): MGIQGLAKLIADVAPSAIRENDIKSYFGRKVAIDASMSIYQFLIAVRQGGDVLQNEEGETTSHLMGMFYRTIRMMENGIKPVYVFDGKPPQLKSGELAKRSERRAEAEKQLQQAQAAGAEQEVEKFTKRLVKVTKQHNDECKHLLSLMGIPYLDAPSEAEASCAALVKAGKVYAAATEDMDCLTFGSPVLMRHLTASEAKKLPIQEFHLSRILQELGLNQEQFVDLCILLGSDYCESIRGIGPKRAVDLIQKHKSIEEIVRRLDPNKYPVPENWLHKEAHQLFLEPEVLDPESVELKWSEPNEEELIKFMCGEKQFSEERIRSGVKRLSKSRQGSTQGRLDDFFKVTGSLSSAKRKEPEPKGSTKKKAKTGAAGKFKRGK
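Nuclease activity of 10 nM FEN1 was measured after 15 min of room-temperature exposure to titrated compounds, by adding 50 nM flap substrate and reading plates at 0 and 15 min.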
An asterisk follows results filed as active; ? = inconclusive; . = no result given; & = joins results of further samples; [ ] = dose if it differs, or a comment. Calls come from the whole dose curve; as a rule, active = well fitted curve in the direction sought with a large enough effect; inconclusive = small, poorly fitted or top-dose-only effect, or another doubt; inactive = no such curve, though single readings can be large; an effect the other way counts as inactive or inconclusive. Unless noted, % is set by controls: 0 for no effect and ±100 for the full control effect; potency is the fitted concentration of half-maximal effect. This is a subset, so the mix of outcomes need not match the whole.

FEN1 inh,KAT2A inh,N370S GC mod,canonical_smiles
14%,-4%,-2%,CSc1ccc(/C=N/NC(=O)CN2CCN(Cc3ccc(C)cc3)CC2)cc1
-13%,-21%,-8%,CC[C@H](CO)Nc1nc(Nc2cccc(Cl)c2)c2ncn(C(C)C)c2n1
0%,-11%,24%,Cc1nn(-c2ccccc2)c(N2CCCC2)c1/C=N/NC(=S)Nc1cc(C(F)(F)F)ccc1Cl
-5%,-2%,-10%,Cc1cc(NC(=O)COc2ccccc2C)ccc1NC(=O)c1cccs1
0%,1%,1%,Cc1cc(C(=O)CSc2n[nH]c(N)n2)c(C)n1C1CC1
-3%,-4%,0%,O=C(c1ccc(-c2ccccc2)cc1)N1CCN(c2ccccc2)CC1
-14%,-3%,.,Cc1cc(NC(=O)CSCC(=O)Nc2ccc(C)c(C)c2)no1
-3%,1%,.,COc1ccccc1-c1nc2c(c(SCc3cccc(Cl)c3)n1)Cc1c(CO)cnc(C)c1O2
.,-11%,22%,COC(=O)[C@@H]1CC[C@H](C)[C@@H](c2ccc(C)cc2)N1C(=O)c1ccc(/C=N/O[C@@H](C)CN2CCCCc3nc(C)c(C)cc32)cc1
-8%,-4%,.,COc1ccc(-c2ccc(CNCCCSc3nnnn3C)o2)cc1Cl
15%,-1%,10%,CSc1nc2[nH]c3c(c2c2nnnn12)CCCC3
17%,-3%,-2%,Cc1ccc(C)c(S(=O)(=O)Nc2cc(C)on2)c1
11%,3%,-14%,Cc1noc(C)c1S(=O)(=O)N(CC(=O)O)c1ccc2c(c1)OCO2
0%,3%,13%,CN(C)S(=O)(=O)c1cccc(C(=O)Nc2cccnc2)c1
-12%,-3%,-15%,O=C(O)[C@@H]1CCCN1S(=O)(=O)c1cccc2cccnc12
-16%,-5%,1%[2.35 µM],COc1ccc(NCc2nnc(SCC(=O)N3CCCc4ccccc43)n2C)cc1
-2%,2%,1%,Cc1ccc(N(C(=O)c2ccccn2)C(C(=O)NC2CCCCC2)c2ccncc2)cc1 (stereo not given)
0%,1%,12%,CCOC(=O)c1c(NC(=S)N2CCCCC2)sc2c1CCN(C(=O)OCC)C2
-7%,0%,14%,COc1ccccc1NC(=O)CCSc1ccc(C)cc1
7%,0%,-6%,COc1ccc(/C=N/n2cncn2)cc1CSc1ccccn1
-20%,-2%,1%,CCc1ccc(S(=O)(=O)c2nnn3c2nc(N2CCOCC2)c2ccccc23)cc1
-12%,-4%,5%,O=C(CC1C(=O)NCCN1Cc1ccoc1)NCCCn1ncc2ccccc21 (stereo not given)
10%,-4%,-14%,CC(=O)C1=NN(c2ccccc2)C(c2ccc3c(c2)OCO3)N1c1ccccc1 (stereo not given)
13%,-2%,-4%,CN(C)S(=O)(=O)N1CCc2ccccc2C1
.,0%,2%,COc1ccc2nc(N/C(N)=N/C(=S)Nc3ccc(C)c(C)c3)nc(C)c2c1
-11%,-5%,-4%,CC(c1ccccc1)n1c(-c2ccc(Cl)cc2)n[nH]c1=S (stereo not given)
6%,-4%,1%,CC(COc1ccccc1)N1CCC(CO)(Cc2ccccc2)CC1 (stereo not given)
-4%,-3%,12%,CC(C)c1nc(SCC(=O)c2c[nH]c3ccccc23)n[nH]1
-16%,-26%,7%,Nc1c(C(=O)NCc2ccccc2)c2nc3ccccc3nc2n1-c1ccc2c(c1)OCO2
-18%,-12%,-8%,Cc1ccc2[nH]c3c(c2c1)CN(C(=O)CN1CCCCC1)CC3
-15%,-7%,.,CSc1ccc(/C=C/C(=O)OCC(=O)N2CCc3ccccc32)cc1
-5%,-3%,-15%,CCOC(=O)c1[nH]c2ccc(Cl)cc2c1NC(=O)c1nonc1C
1%,0%,.,Cc1cccc(N2CC(C(=O)NC3CCCCCC3)CC2=O)c1C (stereo not given)
-4%,-6%,-9%,COc1ccc(C(=O)NC(=S)Nc2nc(C)c(C(=O)N(C)C)s2)cc1
19%&14%,-3%&1%,-10%,CCN(CC)CCNC(=O)CN1C(=O)COc2ccc(S(=O)(=O)N3CCOCC3)cc21
4%,-3%,-6%,NC(=O)COC(=O)c1c2c(nc3ccccc13)CCCC2
13%,-13%,?,COC(=O)[C@@H]1C[C@H]2CC[C@H](O)C[C@H]2N1Cc1ccccc1OS(=O)(=O)c1ccc(C)cc1
11%,-17%,.,CCc1ccc(S(=O)(=O)c2nnn3c2nc(N2CCCC(C)C2)c2cc(Cl)ccc23)cc1 (stereo not given)
-6%,-6%,0%,O=C(CSCCO)Nc1cccc(C(F)(F)F)c1
-18%,-20%,13%,Cc1ccc(-c2nnn(CC(=O)Nc3ccc(S(=O)(=O)N4CCC(C)CC4)cc3)n2)cc1
7%,2%,5%,COc1ccc(COCC(O)CN2CCOCC2)cc1OC (stereo not given)
3%,-2%,.,COc1ccc(CCNC(=O)Cn2cc(C(=O)c3ccc(F)cc3)c(=O)c3ccc(C)nc32)cc1OC
2%,-5%,-3%,CCOC(=O)c1c(NC(=O)C(=O)N/N=C/c2ccc(OCC)cc2)sc2c1CCCCC2
0%,-6%,7%,Cc1ccccc1NC(=O)c1ccc([N+](=O)[O-])o1
-10%,-7%,.,CCOC(=O)c1ccc(NC2=CC(c3ccc(O)c(OCC)c3)N(c3ccc(C(=O)OCC)cc3)C2=O)cc1 (stereo not given)
1%,-4%,5%,S=c1[nH]nc(-c2ccc3ccccc3n2)n1-c1ccccc1
?,-7%,0%,COc1ccc(C2C(C#N)=C(N)Oc3n[nH]c(C)c32)cc1CN1CCN(c2ccc(F)cc2)CC1 (stereo not given)
-2%,0%,0%,O=C1NC(=S)N/C1=C\c1ccc(Oc2ccc(C(F)(F)F)cc2[N+](=O)[O-])c(Cl)c1
.,-6%,-26%,CO[C@H]1C=CO[C@@]2(C)Oc3c(C)c(O)c4c(O)c(c(C=NN5CCN(C6CCCC6)CC5)c(O)c4c3C2=O)NC(=O)C(C)=CC=C[C@H](C)[C@H](O)[C@@H](C)[C@@H](O)[C@@H](C)[C@H](OC(C)=O)[C@@H]1C
7%,-8%,10%[2.35 µM],COc1cccc(-c2nnc(N(C)C(=O)C3CCOC3)s2)c1 (stereo not given)
-10%,-1%,1%,Cc1ccc([N+](=O)[O-])cc1NC(=O)/C=C/C(=O)O
8%,-7%,-26%,O=C(NN1C(=O)C2C3C=CC(O3)C2C1=O)c1cccc(Br)c1 (stereo not given)
-1%,-3%,0%,Cc1ccc(S(=O)(=O)N2CCCC2CO)cc1 (stereo not given)
-3%,0%,2%,CC(=O)N1CCc2cc(S(=O)(=O)Nc3cccc(C(F)(F)F)c3)ccc21
-10%,-4%,-8%,CCn1nc(C)c(NC(=O)c2cnn3c(C(F)F)cc(-c4ccccc4)nc23)c1C
12%,-6%,.,O=C(NCCOc1ccccc1F)c1ccc2c(=O)n3c(nc2c1)CCC3
.,20%,2%,C/C(CC(=O)Nc1ccccn1)=N\NC(=O)c1ccccc1
14%,-7%,0%,Cc1cccc(NC(=O)N2C3CCCC2CC(NC(=O)C2CC2)C3)c1 (stereo not given)
-3%,22%,8%,Cn1nnnc1SCC(=O)Nc1ccc(N2CCOCC2)cc1
-21%,-7%,2%,CCOc1ccccc1NC(=O)CN1CCC(C(=O)c2ccc(F)cc2)CC1

Given in markdown: entries from further up
| SMILES | FEN1 inh | KAT2A inh | N370S GC mod |
| --- | --- | --- | --- |
| CCOC(=O)c1c(NC(=O)C(=O)N/N=C/c2ccc(OCC)cc2)sc2c1CCCCC2 | 2% | -5% | -3% |
| CO[C@H]1C=CO[C@@]2(C)Oc3c(C)c(O)c4c(O)c(c(C=NN5CCN(C6CCCC6)CC5)c(O)c4c3C2=O)NC(=O)C(C)=CC=C[C@H](C)[C@H](O)[C@@H](C)[C@@H](O)[C@@H](C)[C@H](OC(C)=O)[C@@H]1C | . | -6% | -26% |
| COc1cccc(-c2nnc(N(C)C(=O)C3CCOC3)s2)c1 (stereo not given) | 7% | -8% | 10%[2.35 µM] |

Other results.
FEN1 inh,KAT2A inh,N370S GC mod,canonical_smiles
-10%,0%,-5%,O=C(OCCOc1ccccc1)c1n[nH]c2ccccc12
-7%,0%,2%,O=C(Nc1nc2ccccc2n1CCN1CCCCC1)C1CCCCC1
-16%,-9%,.,CCOc1ccc(Cl)cc1C1=CC(=O)C[C@H](c2ccc(OC)cc2)C1
21%,-4%,.,COCCNC(=O)CCCn1c(=O)[nH]c2ccsc2c1=O
-6%,?,6%,COc1ccc(N2CC(C(=O)Nc3nccs3)CC2=O)cc1 (stereo not given)
-6%,-7%,-8%,O=C(Cn1ncc2c(=O)oc3ccccc3c21)N1CCC(N2CCCCC2)CC1
.,-2%,8%,CCc1ccc2nc(NC3=NCN(CCN4CCOCC4)CN3)nc(C)c2c1
-19%,-3%,?,Cc1ccc(SCCNC(=S)Nc2ccc(C)c(C)c2)cc1
-14%,-6%[0.501 µM],-1%,CCCCN1C(=O)C2NN=C(C(=O)OC)C2C1=O (stereo not given)
19%,-1%,.,CN(C(=O)CSc1nc2ccccc2n1CC(=O)N(C)c1ccc(F)cc1)c1ccccc1
13%,?,-1%&-1%&-1%&-12%,CC(C)(C(=O)O)c1ccc(C(O)CCCN2CCC(C(O)(c3ccccc3)c3ccccc3)CC2)cc1 (stereo not given)
3%,-7%,1%,Cc1ccccc1NC(=O)CN1CCOCC1
-5%,-2%,8%,O=S(=O)(Nc1ccccc1)c1cccc2nonc12
-20%,-9%,-2%,COc1ccc(-c2cc(C)no2)cc1S(=O)(=O)N1CC(=O)Nc2ccccc21
4%,26%,.,COc1ccc(NC(=O)c2c(NC(=O)c3cccc(C)c3)sc3c2CCCC3)cc1
10%,0%,9%,CCCCCOc1ccc(C(=O)NC(C(=O)O)C(C)C)cc1 (stereo not given)
.,-26%,-3%,O=C(Cc1ccc(Br)cc1)Nc1ccc(S(=O)(=O)N2CCCC2)cc1
-16%,-10%,.,Cn1c(C(=O)NCc2cccc(F)c2)cc2cc(S(=O)(=O)N3CCCCC3)ccc21
6%,-4%,.,Cc1ccc(C)c(N2CCN(C(=O)c3noc4c3CCCCC4)CC2)c1
-15%,-3%,2%,COc1ccc(-n2cnc3cc(NCc4ccco4)ccc32)cc1

Of the compounds above, 3 contain a nitro group on carbon:
FEN1 inh,KAT2A inh,N370S GC mod,canonical_smiles
0%,-6%,7%,Cc1ccccc1NC(=O)c1ccc([N+](=O)[O-])o1
-2%,0%,0%,O=C1NC(=S)N/C1=C\c1ccc(Oc2ccc(C(F)(F)F)cc2[N+](=O)[O-])c(Cl)c1
-10%,-1%,1%,Cc1ccc([N+](=O)[O-])cc1NC(=O)/C=C/C(=O)O

Record cards, as listed above. Screens in order: FEN1 inh | KAT2A inh | N370S GC mod
Record of COc1ccc(COCC(O)CN2CCOCC2)cc1OC (stereo not given) = 7% | 2% | 5%
Record of CC[C@H](CO)Nc1nc(Nc2cccc(Cl)c2)c2ncn(C(C)C)c2n1 = -13% | -21% | -8%
Record of O=C(OCCOc1ccccc1)c1n[nH]c2ccccc12 = -10% | 0% | -5%
Record of CCOC(=O)c1ccc(NC2=CC(c3ccc(O)c(OCC)c3)N(c3ccc(C(=O)OCC)cc3)C2=O)cc1 (stereo not given) = -10% | -7% | .
Record of NC(=O)COC(=O)c1c2c(nc3ccccc13)CCCC2 = 4% | -3% | -6%

Further results.
FEN1 inh,KAT2A inh,N370S GC mod,canonical_smiles
-3%,-7%,14%,COc1ccc(/C(C)=N/NC(=O)c2ccccc2OCc2ccccc2)c(OC)c1
15%,-2%,0%,CC(C)Cc1c(O)nc(SCC(=O)N2CCCCCC2)[nH]c1=O
0%,-13%,-1%,COc1ccc(C2=NN(C(=O)CSc3nnc(C)n3C)C(c3ccco3)C2)cc1 (stereo not given)
.,10%,-14%,COc1ccccc1CN1CC2(CCN(C(=O)c3cnccn3)CC2)C1
2%,-3%,-26%,CN(C(=O)COC(=O)CCC(=O)c1ccccc1)c1c(N)n(Cc2ccccc2)c(=O)[nH]c1=O
.,-2%,-11%,CC(OC(=O)c1ccc(Cl)c(S(=O)(=O)N2CCCC2)c1)C(=O)NC1CCCCC1C (stereo not given)
-18%,-5%,.,Cc1ccc(C(=O)COC(=O)c2cccc([N+](=O)[O-])c2)s1
-3%&0%,-4%,.,O=C1C[C@@H]2c3c(cccc3CN1Cc1ccc(F)cc1)C[C@@H](O)[C@H]2O
-15%,1%,.,CCn1cc(C2N3CC4(CC)CN2CC(CC)(C3)C4=O)c2ccccc21 (stereo not given)
-11%,0%,2%,O=C(O)C1CC(O)CN1C(=S)Nc1ccccc1 (stereo not given)
.,-3%,3%,COc1ccc(CN=Nc2cc(C)nc(NS(=O)(=O)c3ccccc3Cl)n2)cc1
5%,1%,4%,CC1(C)CC(=O)C2=C(C1)OC(c1cccs1)C(C#N)=C2N (stereo not given)
-3%,1%,8%,N#CCSc1nnc(-c2ccccc2O)n1CCc1ccccc1
-11%,-3%,.,COc1ccccc1C(=O)NC(CCSC)C(=O)NNC(=O)c1ccccc1O (stereo not given)

Assay outcomes deposited in PubChem by National Center for Advancing Translational Sciences (NCATS).
